Screening results (PubChem)
TWEAK-Fn14 inh: blocks TWEAK-Fn14 interaction in a reporter cell assay; inhibition, % at 10 µM; 2% of 360,000 active; AID 1159606; TWEAK-stimulated Fn14 reporter cells, luciferase luminescence, 8 h; in the data active = inhibition above about 50%
NR2E3 ag-1: agonists of human nuclear receptor NR2E3; 0.12% of 320,000 active; Q9Y5X4; inhibition of corepressor binding, % at 4.78 µM; GST-NR2E3/biotin-RetCOR TR-FRET, 1536-well; AID 2300;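 active = percent inhibition above the cutoff of mean plus 3 SD of all tested compounds, set per screening campaign, cut at about 20% in these data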;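 note: 0% = DMSO wells and 100% = biotin wells as full block of FRET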
Target sequence (Q9Y5X4 whole entry, looked up): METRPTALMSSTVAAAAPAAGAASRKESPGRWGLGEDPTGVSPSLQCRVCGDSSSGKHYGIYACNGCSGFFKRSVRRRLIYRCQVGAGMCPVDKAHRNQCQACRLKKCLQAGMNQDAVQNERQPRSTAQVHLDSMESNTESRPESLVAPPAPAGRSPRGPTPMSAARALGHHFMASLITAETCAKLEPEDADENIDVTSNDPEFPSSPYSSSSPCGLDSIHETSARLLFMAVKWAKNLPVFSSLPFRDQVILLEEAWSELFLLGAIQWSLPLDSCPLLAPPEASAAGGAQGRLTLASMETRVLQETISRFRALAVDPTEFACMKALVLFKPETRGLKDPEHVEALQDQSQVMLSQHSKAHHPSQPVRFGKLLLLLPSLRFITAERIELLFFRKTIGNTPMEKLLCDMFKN
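Material: NR2E3–RetCOR corepressor complex | Quantity: 1.35 nM GST-tagged NR2E3 final | Schedule: 5 h at 4 °C | Replication: Singlicate compound wells | Reagent: RetCOR corepressor, biotinylated, 7 nM | Controls: Biotin wells as high control, 0.6% DMSO wells as low control | Signal: TR-FRET, Eu(K)-anti-GST donor, streptavidin-D2 acceptor, ex 340, em 617/671 nm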
KKLEB tox: counter-screen for CF NF-kB inhibitors: cytotoxicity; KKLEB CF airway cells viability, ATPlite luminescence, overnight; hits give low values; cells stimulated with P. aeruginosa culture filtrate; 0.36% of 360,000 active; activity change (cytotoxicity), % at 5 µM; AID 602141;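 active = corrected activity change at or below -50% at 5 µM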
Peg3 prom inh: inhibitors of Peg3 promoter | 1.7% of 360,000 active | HeLa PEG-Prom luciferase reporter, luminescence, overnight | inhibition, % at 20 µM;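 active = inhibition of at least 50% at 20 µM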
MITF TRPM1 inh: inhibitors of MITF-driven TRPM1 promoter in melanoma cells. inhibition, % at 12.5 µM. AID 488899. SK-MEL-5 TRPM1 promoter luciferase, 24 h. 0.83% of 330,000 active;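 active = mean inhibition across replicates of 60% or more, whatever share of single replicates reaches that level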; note: values of inactives mirror those of a sister screen read the other way
CF NFkB block: blocks PAF-induced NF-kB reporter in cystic fibrosis cells. KKLEB NF-kB-GFP reporter, GFP fluorescence overnight. inhibition, % at 5 µM. 0.86% of 360,000 active. AID 588850;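 active = at least 50% inhibition at 5 µM, scaled per plate between neutral and stimulator controls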;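 note: PAF is a Pseudomonas aeruginosa culture filtrate used as stimulus; plate controls were PAF-stimulated DMSO wells for no effect and unstimulated DMSO wells for full effect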
HIF-2a inh: blocks HIF-2a reporter activity. 786-0 RCC cells HIF-2a reporter, luciferase luminescence, overnight. inhibition, % at 18.8 µM. 0.72% of 360,000 active;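 active = inhibition of the luminescence signal of 40% or more relative to plate controls, in a single-dose primary screen at 18.75 µM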
NR2E3 ag-2: human photoreceptor-specific nuclear receptor agonism; CHO-S Gal4-NCOR/VP16-NR2E3 two-hybrid, luciferase; inhibition of corepressor binding, % at 3.98 µM; 0.35% of 360,000 active; AID 602229;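 active = inhibition above the mean of all tested compounds plus 3 SD, cut at about 70% in these data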;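 note: 0% = DMSO with NR2E3 transfected cells and 100% = cells lacking NR2E3 construct; higher means lower luciferase signal from less NR2E3 corepressor binding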
TROY NFkB inh: TROY signaling inhibition | Q293 LMP1-TROYcd NF-kB luciferase reporter, 4 h | inhibition, % at 10 µM | 0.98% of 360,000 active;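 active = compounds whose plate-normalised and pattern-corrected inhibition of the luciferase reporter signal at the single screening dose is 50% or more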
C8 TRAIL sens: sensitizes caspase-8 expressing cells to TRAIL; NB7+C8 cells + TRAIL, ATPlite viability luminescence; inhibition (viability loss, TRAIL sensitization), % at 10 µM; 1% of 360,000 active;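 active = compounds causing at least 50% loss of cell viability in the single-dose screen, relative to plate controls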
Shn3 inh set2: reduces Shn3 3'UTR luciferase signal in osteoblasts. 0.52% of 360,000 active. Clone20 osteoblast Shn3 3'UTR firefly luciferase, 24 h. inhibition, % at 12.5 µM;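 active = mean inhibition of at least 75% with every replicate also reaching 75%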;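 note: 0% = median of neutral control wells and 100% = pilot-screen positive control compound; some compounds past the cut are filed as inactive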
* hit, by the source's call; nt = not tested or not shown. Only part of the results is shown; the hit share may differ from the screen's.

no.	structure	TWEAK-Fn14 inh	NR2E3 ag-1	KKLEB tox	Peg3 prom inh	MITF TRPM1 inh	CF NFkB block	HIF-2a inh	NR2E3 ag-2	TROY NFkB inh	C8 TRAIL sens	Shn3 inh set2
1	COc1ccc(-n2nc(C(=O)NCC(=O)Nc3ccccn3)c3ccccc3c2=O)cc1	-21	-4	-9	22	6	6	16	-14	-5	16	-3
2	CCC(CC)C(=O)NCc1ccccc1Cl	-11	-1	10	2	7	-1	3	-3	12	-6	0
3	OC(CN1CCN(Cc2ccccc2)CC1)Cn1c2ccccc2c2ccccc21 (stereo unspecified)	-19	-2	7	8	1	6	-1	-1	-1	6	14
4	C[C@H]1CN([C@@H](C)CO)C(=O)c2cc(-c3cccnc3)cnc2O[C@H]1CN(C)Cc1ccc(Oc2ccccc2)cc1	-8	nt	0	3	nt	3	-16	-21	10	-2	0
5	CC(=O)Nc1ccc(SC[C@H](Cc2ccccc2)N2CCN(CCc3ccccc3)CCC2=O)cc1	3	1	-20	0	3	-12	1	-13	-19	15	19
6	Cc1ccc(C)c(NC(=O)C(C)CC2COCCO2)c1 (stereo unspecified)	1	3	6	5	-13	-2	7	-23	-15	6	-12
7	N/C(=N\OC(=O)C1CCCCC1)c1ccc(Cl)cc1	-25	5	6	-69	-38	-5	-121	8	-50	-5	-86
8	Cc1cc(C)nc(SCC(=O)N(C)CC(=O)Nc2c(Cl)cccc2Cl)n1	3	0	-18	-11	-2	5	-1	-30	-18	-2	-2
9	CCCCCn1c(S(=O)(=O)O)nc2ccccc21	1	2	-15	17	-2	3	16	6	-9	-6	6
10	Cc1noc(C)c1C(=O)Nc1nc(-c2cccs2)cs1	5	2	-19	-133	-40	28	-142	-26	-18	2	-29
11	CC(=O)Nc1nc(C)c(Cc2ccccc2)c(=O)[nH]1	-14	5	6	10	10	3	6	17	-2	-23	-21
12	CC(NC(=O)c1cccc(S(=O)(=O)N2CCN(Cc3ccccc3)CC2)c1)c1ccc(Br)cc1 (stereo unspecified)	21	-1	2	20	5	0	6	10	18	10	39
13	Cc1cc(C)c(NC(=O)CSCc2c(C)noc2C)c(Cl)c1	3	nt	22	0	-12	-14	12	-22	18	0	15
14	O=C(O)CCN1C(=O)c2ccc(NC(=O)CCc3ccccc3)cc2C1=O	9	2	15	7	6	-14	15	8	4	3	3
15	CCn1c(=O)cc(SCC(=O)N2CCN(C(=O)c3ccco3)CC2)c2ccccc21	-31	1	-6	-21	10	-58	-36	13	-14	1	-16
16	Cc1c(NC(=O)c2cc3ccccc3oc2=O)c(=O)n(-c2ccccc2)n1C	-36	-1	2	-166	-30	-5	-122	-6	-57	-9	-82
17	COc1ccccc1-c1c(C(F)(F)F)oc2cc(OC(=O)c3cccc([N+](=O)[O-])c3C)ccc2c1=O	14	-1	-6	15	20	5	4	20	-19	5	25
18	CC(C)n1nnnc1C1c2ccccc2C(=O)N1Cc1cccc(F)c1 (stereo unspecified)	-8	nt	nt	nt	nt	nt	-4	-35	13	1	nt
19	COc1ccc2c(c1OC)C(C1c3c(cc4c(c3OC)OCO4)CCN1C)OC2=O (stereo unspecified)	18	-1	-4	9	-10	17	18	-16	6	-3	16
20	O=C(NCc1ccccc1OC(F)(F)F)C1CCC(=O)N(Cc2ccccn2)C1 (stereo unspecified)	6	-2	2	14	3	3	14	-10	-7	-5	-7
21	COc1ccc(S(=O)(=O)NCCC(=O)NCc2cccs2)cc1	5	0	2	5	-2	3	-5	-6	26	-2	0

Filtered by structure: those above with an aryl thioether with sulfur outside any ring
no.	structure	TWEAK-Fn14 inh	NR2E3 ag-1	KKLEB tox	Peg3 prom inh	MITF TRPM1 inh	CF NFkB block	HIF-2a inh	NR2E3 ag-2	TROY NFkB inh	C8 TRAIL sens	Shn3 inh set2
5	CC(=O)Nc1ccc(SC[C@H](Cc2ccccc2)N2CCN(CCc3ccccc3)CCC2=O)cc1	3	1	-20	0	3	-12	1	-13	-19	15	19
8	Cc1cc(C)nc(SCC(=O)N(C)CC(=O)Nc2c(Cl)cccc2Cl)n1	3	0	-18	-11	-2	5	-1	-30	-18	-2	-2
15	CCn1c(=O)cc(SCC(=O)N2CCN(C(=O)c3ccco3)CC2)c2ccccc21	-31	1	-6	-21	10	-58	-36	13	-14	1	-16

Full records, looked up by structure. Screens in order: TWEAK-Fn14 inh	NR2E3 ag-1	KKLEB tox	Peg3 prom inh	MITF TRPM1 inh	CF NFkB block	HIF-2a inh	NR2E3 ag-2	TROY NFkB inh	C8 TRAIL sens	Shn3 inh set2
Entry for C[C@H]1CN([C@@H](C)CO)C(=O)c2cc(-c3cccnc3)cnc2O[C@H]1CN(C)Cc1ccc(Oc2ccccc2)cc1 → -8	nt	0	3	nt	3	-16	-21	10	-2	0
Entry for COc1ccc(S(=O)(=O)NCCC(=O)NCc2cccs2)cc1 → 5	0	2	5	-2	3	-5	-6	26	-2	0
Entry for N/C(=N\OC(=O)C1CCCCC1)c1ccc(Cl)cc1 → -25	5	6	-69	-38	-5	-121	8	-50	-5	-86
